Compound activity (PubChem)
USP2a inh: inhibitors of human ubiquitin-specific protease USP2a. O75604. USP2 core, Ub-CHOP2 coupled fluorogenic reporter, 485/531. 0.01% of 330,000 active. Potency, µM (titrated, usually from 38.3 µM), without a hit: at the top dose activity change, negative = inhibition, actives largely listed as inhibitors. AID 463254;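 note: potency is the fitted concentration of half-maximal effect; plate controls were DMSO wells for no effect and full inhibition by NEM control for full effect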
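Deubiquitinase activity read as fluorescence (485/531 nm) after Ub-CHOP2 cleavage activates the enterokinase reporter on its substrate; USP2 core 10nM, Ub-CHOP2 and substrate 25nM each, 30min compound preincubation then 60min RT; data normalized to NEM, curves fitted.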
PKM2 act: activators of human pyruvate kinase M2; P14618; purified PKM2, Kinase-Glo ATP luminescence, activation; response scale: 0% is enzyme alone, no compound; Potency, µM (top dose mostly 57.5 µM), without a hit: at the highest dose activation, usual class: activators; 0.34% of 260,000 active; AID 1631; note: potency is the fitted concentration of half-maximal effect; % is set by controls: 0 for no effect and ±100 for the full control effect; nearly all actives have a fitted effect of over 55% in size
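Purified hPK-M2 (>95% pure) converted ADP (0.1 mM final) to ATP with 0.5 mM PEP in 50 mM imidazole pH7.2, KCl, MgCl2, Tween 20, BSA; 1 h at room temperature. ATP detected by Kinase-Glo luminescence.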
TSHR antagonist: human thyrotropin receptor antagonism. P16473. TSHR-expressing cells, TSH-stimulated cAMP HTRF, 2 h; active compounds read low. activity change, negative = inhibition, % at 11.5 µM. 0.2% of 330,000 active. AID 504810;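 active = activity change below a set negative limit, meaning inhibition stronger than a set level, cut at about -70% in these data; inconclusive = activity change between two set negative limits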; note: % is set by controls: 0 for no effect and ±100 for the full control effect
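Freshly harvested TSHR cells receive pin-tooled compound, then EC80 TSH at 4nM final. After 2 hours at 37 deg C, antibody in lysis buffer and cAMP-d2 are added; 30 minutes at ambient temperature precede the HTRF read.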
ASM inhibitor: human S-ASM enzyme inhibition; placental ASM, HMU-PC fluorogenic substrate, 60 min; Potency, µM (highest dose often 57.5 µM), for inactives: at the highest dose activity change, negative = inhibition, usual class: inhibitors; P17405; 0.006% of 340,000 active; note: potency is the fitted concentration of half-maximal effect
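Steps: dispense placental human ASM, pin compound, wait 10 min at room temperature, add HMU-PC0 substrate at 9 uM final, incubate 60 min at 37 °C, add stop solution raising pH to 10, read fluorescence.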
MBNL1 CUG block: inhibitors of human MBNL1 binding to CUG repeat RNA. TR-FRET MBNL1-His/biotin-(CUG)12 binding, 665/545 ratio. Potency, µM (top dose mostly 57.5 µM), inactives show top-dose activity change, negative = inhibition, most hits filed as inhibitors. Q9NR56. 0.036% of 280,000 active; active = well fitted inhibition curve with a large enough effect in the signal ratio, with a control signal flat, not every such curve was filed as active; inconclusive = small, poorly fitted or top-dose-only effect, or effect the other way, or a change in a side signal; inactive = no such curve, though single readings can be large or run the other way; the % refers to the signal ratio; note: potency is the fitted concentration of half-maximal effect; % is set by controls: 0 for no effect and ±100 for the full control effect
Target sequence (Q9NR56 whole entry, looked up): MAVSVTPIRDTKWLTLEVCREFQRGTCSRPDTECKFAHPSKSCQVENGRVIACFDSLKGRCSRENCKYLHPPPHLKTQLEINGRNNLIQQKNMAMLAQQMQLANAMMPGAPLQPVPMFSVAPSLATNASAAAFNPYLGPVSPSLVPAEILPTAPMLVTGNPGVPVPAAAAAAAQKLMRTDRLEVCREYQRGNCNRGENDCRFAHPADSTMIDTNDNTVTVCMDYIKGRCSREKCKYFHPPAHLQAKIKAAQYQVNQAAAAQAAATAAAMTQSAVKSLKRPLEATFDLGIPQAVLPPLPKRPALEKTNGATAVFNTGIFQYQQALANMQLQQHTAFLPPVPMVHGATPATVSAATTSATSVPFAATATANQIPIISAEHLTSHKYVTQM
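Ratiometric TR-FRET (665 over 545 nm, excitation 340 nm) tracks disruption of MBNL1-His/biotin-(CUG)12 complex after 60 min at room temperature, with compounds at 92 nM to 58 uM final.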
Chronic BCR inh: inhibitors of chronic active B-cell receptor signaling | Potency, µM (doses to about 46.1 µM), inactives show at the highest dose ratio change, negative = lower green/red ratio, usual class: inhibitors | 0.05% of 340,000 active | ABC-DLBCL IkBa-CBG/CBR reporter, luminescence ratio, 4 h; active = well fitted inhibition curve with a large enough effect in the signal ratio, with a control signal flat, not every such curve was filed as active; inconclusive = small, poorly fitted or top-dose-only effect, or effect the other way, or a change in a side signal; the % refers to the signal ratio;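 note: potency is the fitted concentration of half-maximal effect; plate controls were basal doxycycline-induced cells for no effect and cells given 10 µM MG132 for full effect; MG132 reads +100%, hits lower the ratio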
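TMD8 human ABC-DLBCL cells with doxycycline-inducible IκBα–green luciferase fusion and unfused red luciferase, in 0.5% FBS medium; compounds up to 46 uM, 4 h at 37C. Green/red luminescence ratio, filter-overlap corrected, fitted to concentration-response curves.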
Mito fusion act: mitochondrial division inhibition or fusion activation | 0.23% of 320,000 active | S. cerevisiae fusion-defective mutant growth rescue, CellTiterGlo 48 h | Potency, µM (highest dose often 46.1 µM), for inactives: at the highest dose growth rescue (activation), most hits filed as activators;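 note: potency is the fitted concentration of half-maximal effect; % of control where 0% means no effect; nearly all actives have a fitted effect of over 45% in size; temperature-sensitive fusion mutants such as fzo1-1 at 37 °C on non-fermentable ethanol glycerol medium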
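S. cerevisiae fusion-defective temperature-sensitive mutants (e.g. fzo1-1, mgm1-5) grown 48 h at 37C in YPEG (ethanol/glycerol non-fermentable) medium with 23 nl compound per well; growth rescue read as CellTiterGlo luminescence.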
GALK inh: inhibitors of human galactokinase; P51570; Purified GALK, Kinase-Glo residual ATP luminescence; Potency, µM (top dose mostly 57.5 µM), inactives show at the top dose activity change, negative = inhibition, hits mostly inhibitors; 0.007% of 270,000 active; AID 1868; note: potency is the fitted concentration of half-maximal effect; % is set by controls: 0 for no effect and ±100 for the full control effect
Target sequence (P51570 whole entry, looked up): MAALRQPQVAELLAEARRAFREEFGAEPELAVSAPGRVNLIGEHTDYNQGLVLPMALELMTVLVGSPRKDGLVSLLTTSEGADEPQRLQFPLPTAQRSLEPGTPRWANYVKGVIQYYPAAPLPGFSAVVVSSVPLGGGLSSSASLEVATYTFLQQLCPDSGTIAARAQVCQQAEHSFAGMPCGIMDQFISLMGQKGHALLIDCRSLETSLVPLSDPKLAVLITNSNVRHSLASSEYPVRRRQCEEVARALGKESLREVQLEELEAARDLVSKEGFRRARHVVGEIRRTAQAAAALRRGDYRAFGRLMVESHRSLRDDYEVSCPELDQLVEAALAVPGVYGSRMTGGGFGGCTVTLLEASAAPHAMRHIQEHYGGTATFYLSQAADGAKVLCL
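GALK at 5 nM final was combined with compound, 35 uM ATP and 100 uM galactose in HEPES pH8.0 with MgCl2 and DTT. The reaction ran one hour at room temperature before luminescent ATP detection.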
KCNH2 WT inh: inhibitors of human wildtype KCNH2 potassium channel; Q12809; U2OS, BacMam KCNH2, thallium flux FluxOr; active compounds read low; activity change, % at 1.84 µM; 0.37% of 340,000 active;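 active = maximum activity change below -70%; inconclusive = maximum activity change between -70% and -50%; inactive = maximum activity change above -50%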; note: % is set by controls: 0 for no effect and ±100 for the full control effect
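U2OS cells were transduced with wild-type KCNH2 virus (2.03 x 10^8 / mL) for 4 h at room temperature, then cultured overnight at 37 C. Thallium flux was read with FluxOr dye. Rate constants were normalized to DMSO controls.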
Eya2 inh: inhibitors of human Eya2 phosphatase activity | recombinant Eya2, OMFP fluorescence dephosphorylation (OMFP is methylfluorescein phosphate) | Potency, µM (series often up to 76.9 µM), inactives show top-dose activity, negative = inhibition, actives largely listed as inhibitors | 0.006% of 330,000 active | AID 488837; note: potency is the fitted concentration of half-maximal effect; % is set by controls: 0 for no effect and ±100 for the full control effect
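Eya2 protein (added as 0.2 uM solution) was preincubated with compound for 10 min at ambient temperature in 50 mM HEPES pH 7.5, 50 mM NaCl, 5 uM MgCl2, 0.05% BSA, 1 mM DTT. OMFP (added at 50 uM) then reacted 10 min; fluorescence read at 485/525 nm.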
Menin MLL FP TR: displaces Texas Red mutant MLL peptide from human menin. Menin + Texas Red MLL mutant peptide, fluorescence polarization. Potency, µM (doses to about 61.6 µM), without a hit: at the highest dose FP activity change, negative = inhibition, usual class: inhibitors. 0.23% of 270,000 active; active = well fitted inhibition curve with a large enough effect in the polarisation, with a control signal flat, not every such curve was filed as active; inconclusive = small, poorly fitted or top-dose-only effect, or effect the other way, or a change in a side signal; inactive = no such curve, though single readings can be large or run the other way; the % refers to the polarisation; note: potency is the fitted concentration of half-maximal effect; % of control where 0% means no effect; many of its hits are not listed in these tables
An asterisk follows results filed as active; i = inactive; ? = inconclusive; / = no result given; & = joins results of further samples; ! = a repeat was not active; [ ] = remark or other dose. Unless noted, calls come from the whole dose curve; as a rule, active = well fitted curve in the direction sought with a large enough effect; inconclusive = small, poorly fitted or top-dose-only effect, or another doubt; inactive = no such curve, though single readings can be large; an effect the other way counts as inactive or inconclusive.

SMILES	USP2a inh	PKM2 act	TSHR antagonist	ASM inhibitor	MBNL1 CUG block	Chronic BCR inh	Mito fusion act	GALK inh	KCNH2 WT inh	Eya2 inh	Menin MLL FP TR
O=C(c1ccc2nc3ccccc3c(=O)n2c1)N1CCN(Cc2ccc3c(c2)OCO3)CC1	-1.1%	-1.0%	-7.8	/	20.5%	2.2%	0.6%	-1.7%	0.5	0.8%	?
C=C(C(=O)c1ccccc1)C(c1ccccc1)C(C)C(=O)c1ccccc1 (stereo not drawn)	1.0%	1.7%	7.7	-1.5%	1.8%	-18.5%	13.1%	-2.9%	-5.9	2.2%	10.8%
CN(Cc1ccccc1)C(=O)COC(=O)c1ccc(S(=O)(=O)N(C)C)cc1	-0.8%	5.4%	1.6	9.4%	-5.2%	1.6%	-4.6%	-0.4%	8.0	9.1%	-4.0%
CCCCC1(c2ccc(F)cc2)NC(=O)N(CC(=O)Nc2ccc(N3CCOCC3)cc2)C1=O (stereo not drawn)	2.2%	/	/	-0.1%	/	-1.2%	/	/	-4.3	-20.6%	/
CC1=C(C(=O)OC2CCCCCC2)C(c2ccc(C)o2)C2=C(CCCC2=O)N1 (stereo not drawn)	-7.7%	-0.3%	-2.7	26.3%	3.6%	10.3%	13.7%	-3.5%	-4.9	-17.4%	1.1%
CCCOc1ccccc1/C=N/Nc1ccnc(=O)[nH]1	3.2%	/	-2.5	3.1%	-4.0%	0.9%	3.5%	/	-19.9	1.7%	4.9%
COc1cc(OC)c(C2=NOC(C(=O)N3CCCc4ccccc43)C2)cc1Cl (stereo not drawn)	1.1%	-10.8%	3.7	-3.3%	-1.7%	16.1%	18.9%	-2.1%	14.9	-26.4%	1.2%
CSc1ccc(Cl)c(C(=O)OCC(=O)NCc2ccco2)c1	3.7%	21.2%	0.9	-1.1%	?	1.0%	-1.2%	-1.6%	27.3	3.4%	32.6%[activator]
COc1cc(NC(=O)C/C(C)=N/NC(=O)C(OC)c2ccccc2)c(OC)cc1Cl (stereo not drawn)	0.8%	8.9%	-5.7	4.3%	-10.6%	?	3.4%	-0.1%	-0.9	-2.5%	-15.8%
S=c1[nH]nc(C2(c3ccccc3)CCCC2)o1	1.3%	-1.8%	0.0	7.1%	-7.4%	2.8%	-1.4%	-1.5%	6.7	-5.6%	/
O=C(CN1CCN(c2ccc(F)cc2)CC1)N1CCOCC1	1.3%	-5.2%	-12.3	1.1%	-11.0%	2.2%	0.2%	1.9%	6.8	-5.2%	-6.2%
CCN(CC)c1ccc(NC(=O)C2=CC=CN3CCS(=O)(=O)N=C23)cc1	-0.9%	/	-5.1	-19.2%	/	1.9%	-4.2%	/	3.6	1.4%	/
CCN(CC)c1nc(N)nc(NS(=O)(=O)c2ccc(Cl)cc2)n1	-0.9%	7.9%	-14.3	2.1%	2.0%	5.1%	-0.3%	3.5%	6.1	3.1%	-14.5%
CCOCCCNC(=O)Cn1cc2c(n1)CCCC2	-0.6%	-9.5%	7.6	-0.9%	2.6%	7.0%	-7.4%	-0.1%	-8.8	-4.6%	-0.8%
O=C(CCCN1C(=O)/C(=C/c2cccs2)SC1=S)Nc1ccccc1O	0.2%	/	5.9	-3.8%	1.8%	-0.8%	-2.8%	-2.2%	2.5	12.6%	-4.9%
COc1cc(/C=C(\C#N)c2ccccn2)ccc1OCc1ccc(Cl)cc1	0.9%	3.8%	-40.3	8.3%	10.1%	11.6%	-1.8%	-3.0%	8.8	2.0%	12.3%
CCN1CCN(Cc2ccc(NC(=O)c3cc(NC(=O)c4cnnc5ccccc45)cc(OC)c3)cc2C(F)(F)F)CC1	-5.9%	-2.6%	4.4	-11.9%	?	-0.2%	-1.3%	0.0%	-0.9&-15.3	-10.1%	/
O=C(CSCc1c(Cl)cccc1Cl)NCC1CCCO1 (stereo not drawn)	-4.5%	-12.4%	11.7	-3.1%	-2.8%	5.4%	0.0%	-1.3%	-5.0	-19.7%	-16.3%
CC1(C)C2CCC(C2)C1(C)NC(=O)CNCc1cccs1 (stereo not drawn)	2.0%	2.0%	5.6	-2.8%	-2.9%	8.7%	5.9%	7.8%	/	-2.5%	?
Cc1ccc(Cl)c(Nc2ccccc2C(=O)O)c1Cl	1.8%&-6.1%	0.6%	-15.4&-16.8&-20.9	1.7%&4.2%	?	-21.3%&-2.6%	5.17µM*!	-1.5%	-7.1&-10.3	20.7%&-5.0%&-4.0%	?
O=C(c1ccccc1NS(=O)(=O)c1ccccc1[N+](=O)[O-])N1CCCC1	-1.4%	3.7%	-5.5	5.5%	12.5%	2.9%	4.2%	-4.3%	-4.8	13.9%	/
CCOCCCNC(=S)Nc1ccc(Br)cc1Cl	2.0%	-1.6%	-2.7	0.9%	/	12.0%	-10.6%	-2.8%	1.8	-12.1%	/
CSCCC(NC(=O)c1ccccc1)C(=O)N/N=C(\C)Cc1ccccc1 (stereo not drawn)	-0.4%	/	0.9	3.4%	-1.6%	-2.5%	0.3%	1.7%	14.2	-13.0%	/
Cc1nc(NCC2CCCO2)nc2c1C(=O)CC(C)C2 (stereo not drawn)	-1.7%	-5.8%	-4.0	2.5%	2.5%	6.5%	-4.3%	-0.4%	-1.4	5.7%	14.0%
Cc1nc(SCc2ccc(F)cc2)c([N+](=O)[O-])[nH]1	1.6%	-3.6%	1.7	-2.7%	/	6.1%	0.2%	-0.1%	-5.9	-1.7%	-4.3%
COc1ccc(S(=O)(=O)NC2CC(=O)N(c3cccc(F)c3)C2)cc1OC (stereo not drawn)	3.3%	/	0.7	-0.5%	/	6.6%	0.1%	/	-4.2	-29.9%	/
NC(=O)c1ccsc1NC(=O)CSc1ccccc1F	1.2%	-3.2%	-3.0	-2.2%	-4.3%	?	17.0%	-3.0%	0.6	15.5%	11.9%
COc1ccc(O)c(C(c2c(C)[nH][nH]c2=O)c2c(C)[nH][nH]c2=O)c1	2.8%	8.4%	2.4	-3.4%	-4.8%	-22.2%	1.8%	8.8%	4.1	2.1%	12.0%
Cc1ccc(C)c(NC(=O)CCC(=O)NNC(=S)Nc2ccccc2)c1	3.5%	-22.1%	-8.9	-0.7%	6.2%	3.5%	-2.6%	-0.8%	2.3	1.4%	8.4%
COc1ccccc1-n1cc(CN2CCN(C3CCCC3)C(CCO)C2)cn1 (stereo not drawn)	0.9%	-1.6%	-5.9	0.6%	7.1%	0.4%	-2.7%	9.0%	-20.2	-9.0%	2.7%
CN(NC(=O)c1ccc(Cl)cc1)c1nc(-c2ccccc2)nnc1C(F)(F)F	-4.7%	-1.7%	-23.4	-2.5%	-11.4%	0.4%	8.8%	1.6%	-1.6	-21.1%	15.2%
Cc1cccc2nc(C(=O)Nc3cc(Cl)ccc3-n3cncn3)cn12	-1.2%	/	5.7	-0.3%	/	?	0.6%	/	-25.7	-17.9%	/
CCCCNC(=O)C(CC)(ONc1ccccc1C(F)(F)F)c1ccccc1 (stereo not drawn)	2.1%	/	1.0	0.4%	/	1.9%	8.4%	/	2.7	-25.4%	/
O=C(Cc1ccc([N+](=O)[O-])cc1)Nc1cccc(C(=O)N2CCOCC2)c1	4.0%	/	-4.2	-1.9%	/	-0.2%	/	/	-6.8	2.4%	/
CCOCCCn1c(=NC(C)=O)c(C#N)cc2c(=O)n3cccc(C)c3nc21	?	-5.1%	2.1	i	?	?	6.3%	3.9%	5.3	-7.7%	/

Not all compounds are listed. The share of hits here may be higher or lower than overall.
